Screens deposited in PubChem BioAssay by The Scripps Research Institute Molecular Screening Center.
Tn7 DDE FP – disrupts Tn7 cyclic peptide binding to fibrin D-Dimer-E complex; FP displacement of FITC-Tn7 peptide from fibrin DD(E); 0% = median of compound wells per plate; inhibition, % at 8.3 µM; 370,000 compounds, 0.13% hits; AID 720508;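 active means inhibition above the mean of compounds falling within the control limits plus 3 SD of them, cut at about 14% in these data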;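 further: 0% = plate median of compound wells and 100% = 10 µM Aha-Tn7 peptide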
Target sequence (P02675 whole entry, looked up): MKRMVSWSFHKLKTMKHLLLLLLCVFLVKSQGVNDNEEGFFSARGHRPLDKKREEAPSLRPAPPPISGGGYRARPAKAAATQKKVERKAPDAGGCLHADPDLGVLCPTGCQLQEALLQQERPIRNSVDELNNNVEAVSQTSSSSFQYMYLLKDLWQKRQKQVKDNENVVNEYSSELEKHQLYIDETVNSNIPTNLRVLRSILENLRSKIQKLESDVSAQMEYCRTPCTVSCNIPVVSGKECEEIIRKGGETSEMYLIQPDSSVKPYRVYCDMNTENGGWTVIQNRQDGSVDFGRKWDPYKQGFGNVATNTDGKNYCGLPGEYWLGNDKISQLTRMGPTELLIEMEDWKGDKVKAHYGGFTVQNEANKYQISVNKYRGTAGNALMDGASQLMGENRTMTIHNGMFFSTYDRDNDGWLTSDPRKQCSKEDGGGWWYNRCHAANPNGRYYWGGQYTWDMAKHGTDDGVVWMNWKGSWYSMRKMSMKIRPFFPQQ
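Test system: human clot-derived fibrin DD(E) complex / Quantity: 2 µM final DD(E) protein / Incubation: 10 min plus 3 h, room temperature / Measured by: fluorescence polarization / Benchmarks: high control of 10 µM Aha-Tn7 peptide / Replicates: singlicate testing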
DDE Tn6 FP inh – DD(E)-Tn6 binding inhibition, primary FP screen; P02675; Fibrin DD(E) TRITC-Tn6 fluorescence polarization displacement; inhibition, % at 8.3 µM; 370,000 compounds, 0.21% hits;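 active means inhibition above a per-campaign cutoff: mean of compounds within control limits plus 3 SD, cut at about 15% in these data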;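 further: 0% = median of all compound wells on the plate and 100% = blocking peptide control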
PLC-beta3 inh – inhibitors of human phospholipase C beta3 | Q01970 | Purified PLC-beta3, fluorogenic substrate, fluorescence | inhibition, % at 12.2 µM | 370,000 compounds, 0.18% hits | AID 720704; in the data active means inhibition above about 11%;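 further: 0% = median of compound wells on plate and 100% = full blocker control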
ARFGAP1 inhibitor – rat ARFGAP1 inhibition; Q62848; Arfgap1-stimulated ARF1 GTP hydrolysis, GDP FP detection; inhibition, % at 16.5 µM; 360,000 compounds, 0.26% hits; AID 651572;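 active means inhibition above a per-plate limit, mean inhibition of low control wells plus 3 SD, cut at about 25% in these data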;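 further: 0% = DMSO wells with enzyme and 100% = wells lacking Arfgap1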
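System: truncated rat Arfgap1 GAP domain / Benchmarks: high control wells lacking Arfgap1, low control full reaction with DMSO / Times: compound-enzyme preincubation 20 min, reaction 120 min, detection 60 min, 25 °C / Repeats: one replicate per compound / Also added: human ARF1(Δ1-17)-GTP substrate / Measured by: Tracer-displacement fluorescence polarization with EDTA stop, 620/688 nm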
PLCg1 inh – PLC-gamma1 (human) inhibition, primary screen; AID 720700; purified PLC-gamma1, fluorogenic substrate, fluorescence; P19174; 370,000 compounds, 0.84% hits; inhibition, % at 12.2 µM; in the data active means inhibition above about 9.5%
UHRF1 MBD2 ctr – human UHRF1 methylated DNA binding inhibitors. Q96T88. UHRF1 binding to methylated oligo, TR-FRET. inhibition, % at 4.4 µM. 370,000 compounds, 0.75% hits. AID 687016; in the data active means inhibition above about 21%;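 further: UHRF1 SRA domain binding a hemimethylated CpG hairpin DNA probe; 0% = median of test compound wells and 100% = reference inhibitor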
MBD2 DNA inh – blocks human MBD2 binding to methylated DNA | inhibition, % at 4.4 µM | TR-FRET, MBD2 binding to methylated oligonucleotide | 370,000 compounds, 0.31% hits | Q9UBB5 | AID 686964; in the data active means inhibition above about 13%
Target sequence (Q9UBB5 whole entry, looked up): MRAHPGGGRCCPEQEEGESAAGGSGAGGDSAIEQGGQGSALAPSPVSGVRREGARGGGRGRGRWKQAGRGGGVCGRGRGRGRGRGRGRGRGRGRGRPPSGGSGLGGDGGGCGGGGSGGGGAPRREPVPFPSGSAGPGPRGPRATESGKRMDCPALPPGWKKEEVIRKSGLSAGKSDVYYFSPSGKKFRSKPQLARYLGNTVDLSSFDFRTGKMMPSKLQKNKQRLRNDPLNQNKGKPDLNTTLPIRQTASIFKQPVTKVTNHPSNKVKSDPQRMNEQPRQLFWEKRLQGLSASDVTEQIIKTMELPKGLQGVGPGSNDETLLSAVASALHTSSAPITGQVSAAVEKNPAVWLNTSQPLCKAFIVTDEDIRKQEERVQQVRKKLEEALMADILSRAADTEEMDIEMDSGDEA
ASAP1 GAP inh – ASAP1 ArfGAP inhibition; Q9ULH1; ASAP1-stimulated ARF1 GTP hydrolysis, GDP FP detection; inhibition, % at 16.5 µM; 360,000 compounds, 0.19% hits; AID 624377; in the data active means inhibition above about 25%;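 further: 0% = vehicle with enzyme and substrate and 100% = no enzyme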
KLK7 zymogen act – activators of human kallikrein-7 zymogen | P49862 | purified proKLK7, EDANS-DABCYL substrate fluorescence; 100% is mature enzyme control, 0% vehicle | activation, % at 7 µM | 370,000 compounds, 0.9% hits | AID 652039;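 active means activation above the mean of all tested compounds plus 3 SD, computed per campaign excluding outliers beyond control limits, cut at about 13% in these data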
ADAM17 inh – ADAM17 inhibition, QFRET primary screen; P78536; recombinant ADAM17, EDANS/DABCYL FRET peptide cleavage; inhibition, % at 6.95 µM; 370,000 compounds, 0.83% hits; AID 720648;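 active means inhibition above the mean of compounds lying between control limits plus 3 SD, set per campaign, cut at about 8.5% in these data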;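 further: 0% = DMSO-only wells as the low control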
* = called active by the depositor; . = no result given.

#	SMILES	Tn7 DDE FP	DDE Tn6 FP inh	PLC-beta3 inh	ARFGAP1 inhibitor	PLCg1 inh	UHRF1 MBD2 ctr	MBD2 DNA inh	ASAP1 GAP inh	KLK7 zymogen act	ADAM17 inh
1	CCNc1nc(NCC)nc(N/N=C/c2cc(OC)c(OC)c(OC)c2)n1	7	6	-6	-7	-2	-2	3	-12	-1.0	-2
2	CC(C)c1onc(C(=O)NCc2ccccc2)c1[N+](=O)[O-]	-2	-8	-1	4	0	1	0	6	0.6	-2
3	COc1cccc(OC)c1CN1CCCC(C(=O)c2ccccc2SC)C1 (configuration not stated)	10	8	3	-7	2	-1	3	14	-0.4	-2
4	CN(C)CCNC(=S)Nc1ccc(F)c(F)c1F	-3	1	4	-8	-2	0	0	9	-0.4	4
5	CCCC(Oc1ccc(Br)cc1)c1nc2c3cc(OC)c(OC)cc3nc(=S)n2[nH]1 (configuration not stated)	-11	-5	-3	5	0	2	-2	2	-0.3	2
6	Cc1ccc(/C=C/C(=O)Nc2cc(C)on2)cc1	-7	7	4	4	7	-2	-9	10	0.2	4
7	O=C(c1cc(COc2ccc(F)cc2Cl)on1)N1CCN(c2cnccn2)CC1	-2	-2	-73	-5	-45	12	4	-2	-0.1	-33
8	Cc1cc(C)c(C)c(OCCOCCNCc2ccccc2)c1	0	7	1	8	0	1	-3	1	-0.4	0
9	Cc1ccccc1Nc1nc(N)nc(COC(=O)c2nn(C)c(=O)c3ccccc23)n1	-5	1	-3	8	-4	0	1	-14	0.2	-1
10	CCN1CCCC1Cn1cnc2c([nH]c3cc(OC)ccc32)c1=O (configuration not stated)	-2	1	2	8	2	0	0	5	0.3	-2
11	CCOC(=O)COc1ccc2c(C#N)c3ccccn3c2c1	-7	-7	-435	2	-377	5	5	19	-3.2	-56
12	O=C1Nc2ccccc2C12OC1CCCCC1O2 (configuration not stated)	-1	0	2	-7	-1	0	0	1	-0.1	-3
13	CCOc1ccc(NC(=O)CN(C)CC(=O)Nc2ccccc2C#N)cc1OCC	6	-2	0	-3	-5	6	3	-10	-0.4	-2
14	CCC(C)(C)C(=O)O	4	-6	1	-10	1	0	-2	-7	0.4	-2
15	CCOC(=O)c1ccc(NC(=S)N2CCN(CCNC3=CC(=O)CC(C)(C)C3)CC2)cc1	4	1	-3	7	2	6	-1	-8	0.3	-5
16	O=C(O)/C=C/C(=O)NCc1cn(-c2ccccc2)nc1-c1cccc(Br)c1	3	12	1	-5	2	-2	-3	-6	-0.1	4
17	CC(=O)c1ccc(Nc2cc(C)nc3ncnn23)cc1	-1	-3	-16	-10	-2	-1	-1	-15	0.6	-3
18	CCOc1ccccc1C=C1CCc2ccccc2C1=O	-4	-2	-2	-10	-2	-1	-1	13	-0.3	-1
19	CC(C)Oc1ccc(C(=O)NC2(C(F)(F)F)NC(=O)N(CCCc3ccccc3)C2=O)cc1 (configuration not stated)	1	-1	0	8	-1	-5	-1	19	-0.3	10*
20	CCCCC(=O)OCC(=O)N1N=C(c2c[nH]c3ccccc23)C(O)C1c1ccc(OC)cc1 (configuration not stated)	-1	5	-38	12	-21	-3	-5	17	-1.1	-20
21	CCOc1ccc(-n2c(SCC(=O)Nc3ccc4c(c3)OCCO4)nnc2-c2ccncc2)cc1	7	5	1	.	-3	-2	3	.	-0.1	1
22	C=CCn1c(COc2cccc(C)c2)nnc1SCC(=O)c1c[nH]c2c(CC)cccc12	1	2	1	1	-3	1	-1	0	-0.1	-1
23	Cc1ccc(S(=O)(=O)Nc2nc3ccccc3nc2N2CCOCC2)cc1	2	-4	2	-2	-3	1	2	-10	-0.5	-3
24	Oc1ccc(C[C@H]2CNCCN2CCc2cccc3ccccc23)cc1	-1	6	6	2	4	-1	4	5	0.0	5
25	COc1ccc(N/C=C/C(=O)c2ccc3c(c2)OCO3)cc1OC	-13	2	-8	3	-8	-3	0	3	0.1	0

Two of these compounds, set out differently:
No. | Tn7 DDE FP | DDE Tn6 FP inh | PLC-beta3 inh | ARFGAP1 inhibitor | PLCg1 inh | UHRF1 MBD2 ctr | MBD2 DNA inh | ASAP1 GAP inh | KLK7 zymogen act | ADAM17 inh | Structure
8 | 0 | 7 | 1 | 8 | 0 | 1 | -3 | 1 | -0.4 | 0 | Cc1cc(C)c(C)c(OCCOCCNCc2ccccc2)c1
16 | 3 | 12 | 1 | -5 | 2 | -2 | -3 | -6 | -0.1 | 4 | O=C(O)/C=C/C(=O)NCc1cn(-c2ccccc2)nc1-c1cccc(Br)c1

Continuation:
#	SMILES	Tn7 DDE FP	DDE Tn6 FP inh	PLC-beta3 inh	ARFGAP1 inhibitor	PLCg1 inh	UHRF1 MBD2 ctr	MBD2 DNA inh	ASAP1 GAP inh	KLK7 zymogen act	ADAM17 inh
26	CCN(CC)CCNCc1ccc(OCc2ccc(Cl)nc2)c(OC)c1	7	-5	-1	6	0	2	2	-3	-0.1	1
27	CC(C)CN1CCN(Cc2cnc(-c3ccc(Cl)cc3)nc2)CC1CCO (configuration not stated)	6	1	-4	6	-1	0	1	-2	0.5	-3
28	CCOc1ccc2[nH]c3c(=O)n(CCc4ccc(OC)cc4)cnc3c2c1	-8	-11	-19	9	-10	-1	1	3	0.5	-24
29	CCn1cc(C(=O)O)c(=O)c2cc(S(=O)(=O)N(C)C)ccc21	-4	5	2	-2	2	-1	6	-1	0.5	-1
30	O=C(N/N=C/c1ccc2nccnc2c1)c1ccc(Br)cc1	-2	1	-5	-3	0	-2	2	4	0.5	-4
31	COc1ccc(-n2cnc3sc(-c4ccccc4)cc3c2=O)cc1	-1	3	-5	6	-2	1	1	-5	0.2	-5
32	Cc1ccc(S(=O)(=O)Nc2cc(Cl)ccc2-n2cncn2)cc1	-5	-8	-4	-2	-3	-2	-1	-3	0.0	-3
33	CCSC1=C(C#N)C(c2ccc(C)s2)CC(=O)N1 (configuration not stated)	3	2	3	-3	3	0	2	-6	0.0	4
34	NC(=S)NNc1cccc(Cl)c1	2	7	-1	-4	0	-3	3	-6	-0.4	-3
35	Cc1ccc(OCc2ccc(C(=O)N3CCOCC3)cc2)cc1C	-1	-4	1	4	1	-3	-6	5	0.7	1
36	CCOC(=O)C1(Cc2ccc(Cl)cc2)CCN(C2CCC2)CC1	3	-4	-6	3	-2	4	3	-4	0.4	-5
37	Cc1ccc(C2C(C=Nc3c(C)n(C)n(-c4ccccc4)c3=O)=C(c3ccccc3)Oc3ccccc32)cc1 (configuration not stated)	5	11	0	-3	1	0	5	0	-0.2	-3
38	CC(Sc1ccc(S(=O)(=O)N2CCCCC2)cn1)C(N)=O (configuration not stated)	-8	2	6	1	6	3	-7	1	-0.3	2
39	O=C(/C=C/c1ccc2c(c1)OCO2)NCc1ccco1	7	-4	-57	22	-57	1	3	-7	-2.2	-74
40	CCCN(C(=O)C(=O)Nc1ccc2nc3n(c(=O)c2c1)CCCCC3)c1ccc(OCC)cc1	1	-4	-6	-5	8	0	-2	-5	0.4	1
41	N#CCCn1cc(C(=O)Nc2ccc(C(=O)O)cc2)c(-c2cccs2)n1	5	6	1	3	3	7	3	10	-0.3	-1
42	CCOC(=O)CSc1nc2cc3c(cc2cc1C)OCO3	-4	8	-4	6	1	-1	4	-2	0.5	1
43	Cc1nn(CCOc2ccccc2)c(=O)n1-c1cccc(F)c1	-5	-4	6	11	2	4	-5	-1	-0.4	1
44	COc1ccccc1C(CNC(=O)CN1C(=O)NC(C)(c2ccc3ccccc3c2)C1=O)N1CCCC1 (configuration not stated)	1	-3	-8	1	-1	1	-4	-4	-0.5	-6
45	Cc1nc2ccc(NS(=O)(=O)c3c(F)cc(F)cc3Br)cc2s1	-4	1	-22	6	-11	-5	2	4	-0.2	0
46	Cc1ccc(C)c(OCCCCN2CCNCC2)c1C	-7	-5	-3	10	0	0	-1	-1	0.6	-4
47	O=C1CCCCCN1Sc1ccccc1	0	1	2	-7	3	-2	3	1	0.7	-3
48	COC(C[C@H]1O[C@@H]1[C@@H](O)[C@H](C)OCc1ccccc1)OC	2	1	1	-5	-1	1	2	-25	0.4	-5
49	CS(=O)(=O)NCCCNc1ccc(Cl)cc1[N+](=O)[O-]	4	5	1	10	0	-20	-27	-19	0.3	-1
50	CCOC(=O)C1CCN(CC(=O)Nc2c(C(=O)OC)[nH]c3ccccc23)CC1	3	-6	-4	19	-6	1	5	10	1.5	-6

#	SMILES	Tn7 DDE FP	DDE Tn6 FP inh	PLC-beta3 inh	ARFGAP1 inhibitor	PLCg1 inh	UHRF1 MBD2 ctr	MBD2 DNA inh	ASAP1 GAP inh	KLK7 zymogen act	ADAM17 inh
51	Oc1ccccc1C=NNc1nc2ccccc2s1	2	-8	-394	16	-273	-2	-3	-2	-6.5	-4
52	CCCCCCc1cc2cc(C(=O)NCc3ccccc3)c(=N)oc2cc1O	-4	-1	-167	3	-149	3	1	9	-1.2	-96
53	COc1ccc(C(=O)NCc2ccc3c(c2)cc(C)n3C)cc1OC	4	37*	-55	-1	-38	-5	-1	10	0.7	-3
54	Cc1cccc(Sc2c(C=O)c3ccccc3n2C)c1	-4	-2	-7	-9	-2	0	3	16	-0.1	4
55	COc1ccc(-c2cc(-c3nnc(SCc4cccc5ccccc45)n3N)[nH]n2)cc1	1	1	2	.	7	4	2	.	-0.6	-23
56	CCCN(C(=O)CSc1nnc(-c2ccc3c(c2)OCO3)o1)C1CCS(=O)(=O)C1 (configuration not stated)	-4	2	2	-10	1	1	1	3	0.7	-1
57	COC(=O)c1sc(C(C)(C)C)cc1CS(=O)(=O)c1ccc(Cl)cc1	-4	14	-4	-2	-1	-3	3	-32	0.6	2
